M1AAP inhibition – malaria alanyl aminopeptidase activity blockers – biochemical, fluorogenic H-Leu-NHMec substrate, 1536-well (AID 1445) | recombinant M1AAP, H-Leu-NHMec fluorogenic kinetic assay; higher % means a stronger effect | one-dose inhibition, % at 30 µM; IC50 in µM for titrated hits | actives 0.42% (n = 220,000);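 active = primary inhibition above the hit cutoff, then over 50% inhibition at one or more dose response concentrations, cut at about 23% in these data, passing the limit was not always enough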;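 note: plate controls were DMSO full reaction for no effect and no enzyme background for full effect; strong numbers were not always called active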
Hep lipid drop – modulators of hepatic lipid droplet formation | AML12 mouse hepatocytes, oleate lipid droplets, BODIPY imaging | inhibition, % at 6.5 µM | actives 0.4% (n = 240,000) | AID 1656;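 active = lipid droplet intensity inhibited by at least 50%, with more than 500 cells counted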
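Assay system: AML12 hepatocytes (mouse) / Also added: 100 µM oleic acid challenge / Times: overnight treatment with compound plus oleate / Detection: high-content imaging of BODIPY-stained droplets and DAPI nuclei / Evaluation: % inhibition of lipid droplet signal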
M17LAP inhibition – P. falciparum M17LAP inhibitors, primary screen, biochemical, fluorogenic H-Leu-NHMec substrate, 1536-well (AID 1619) | recombinant M17LAP, H-Leu-NHMec fluorogenic kinetic assay; higher % means a stronger effect | inhibition, % at 30 µM; hits with a dose series show IC50 in µM | actives 0.38% (n = 220,000);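 active = compound inhibiting the enzyme by more than half at any dose during confirmatory dose-response retesting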;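 note: plate controls were full reaction with DMSO carrier for no effect and no enzyme background for full effect; strong numbers were not always called active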
XIAP antagonists – small molecules displacing peptide from XIAP – biochemical, IAP family, fluorescence polarization (AID 1018); XIAP BIR domain, fluorescence polarization peptide displacement; higher % means a stronger effect; displacement, % at 20 µM, or IC50 in µM where a hit was titrated; actives 0.007% (n = 200,000); in the data active = displacement above about 50%; note: a part of the inactive calls stands beside numbers as strong as those of hits
HEK293 NOD2/NF-kB – NOD2 signaling inhibitors, cell-based, luminescence, uHTS, HEK293 (AID 1566) | HEK293 NOD2/NF-kB luciferase reporter, luminescence; higher % means a stronger effect | inhibition, % at 4 µM, or EC50 in µM where a hit was titrated | actives 0.63% (n = 290,000); note: many of its hits are not listed in these tables
LYP phosphatase – PTPN22 lymphoid phosphatase activity blockers – biochemical, fluorescence intensity, uHTS (AID 1779) | recombinant LYP phosphatase, fluorescence intensity; higher % means a stronger effect | one-dose inhibition, % at 11.5 µM; IC50 in µM for titrated hits | actives 0.054% (n = 290,000);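 note: plate controls were vehicle with enzyme for no effect and no enzyme for full effect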
SIAH1 antagonists – Siah-1 peptide-binding antagonists, primary screen, biochemical, fluorescence polarization, rhodamine-plectin, uHTS (AID 1817); Siah-1 / rhodamine-plectin peptide fluorescence polarization; higher % means a stronger effect; displacement, % at 20 µM, or IC50 in µM where a hit was titrated; actives 0.02% (n = 290,000);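 active = displacement of at least 50% at 20 µM, with a fluorescence ratio check between 0.3 and a set limit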;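 note: plate controls were Siah plus tracer with DMSO for no effect and tracer alone without Siah for full effect; strong numbers were not always called active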
AID2073 – disruptors of CaV2.2 binding to Mint1 – biochemical, HTRF (AID 2073). actives 0.19% (n = 290,000). inhibition, % at 20 µM, or IC50 in µM where a hit was titrated. HTRF protein-protein interaction, Mint1-CaV2.2; higher % means a stronger effect; in the data active = inhibition mostly above about 51%, no sharp cut-off; note: some results filed as inactive read as strong as hits
CSM14.1 death rescue – protection against thapsigargin-triggered cell killing – 384-well, CSM14.1, ATP luminescence, primary screen (AID 1222); 190,000 tested, under 10 active; cellular ATP content (survival), % at 20 µM, or EC50 in µM where a hit was titrated; CSM14.1 thapsigargin-induced death rescue, ATP luminescence; higher % means a stronger effect;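 active = EC50 below 50 µM in the dose-response confirmation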;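 note: death triggered by thapsigargin at about 15 µM added after 2 h compound pretreatment; cell ATP read after overnight thapsigargin exposure of roughly 18 to 22 hours; normalized against plate controls of thapsigargin alone and 5% DMSO vehicle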
Hep lipid drop cells 6.5 µM – second read-out of Hep lipid drop, no call of its own (marks repeat the call); cell count; measured here: cell count, cytotoxicity flag;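 cells counted across two imaged fields per well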
* = called active by the depositor; x = no result given. Cut-off read from the data, not from the text of the source, unless noted: active = inhibition above about 50%; inactive = the rest. Not all compounds are listed; the hit share may differ from the screen's.

SMILES	M1AAP inhibition	Hep lipid drop	Hep lipid drop cells 6.5 µM	M17LAP inhibition	XIAP antagonists	HEK293 NOD2/NF-kB	LYP phosphatase	SIAH1 antagonists	AID2073	CSM14.1 death rescue
O=C(NC1CCCC1)c1ccc(S(=O)(=O)N2CCCC2)cc1	-0.8%	4.5	778	-17.1%	0.7%	4.1%	-6.2%	-0.4%	36.0%	1.9%
CN(c1ccc(C(=O)NCc2ccc3c(c2)OCO3)cc1)S(=O)(=O)c1ccccc1	5.1%	4.0	629	-2.3%	-1.1%	6.2%	2.1%	4.5%	2.8%	5.4%
CCCCNC(=S)NNC(=O)c1nn(C)cc1Cl	3.2%	0.3	731	9.4%	-0.3%	10.2%	-4.7%	-2.7%	-23.5%	1.8%
O=[N+]([O-])c1cccc(S(=O)(=O)c2ccc(NCCOCCO)c([N+](=O)[O-])c2)c1	x	-6.9	835	x	x	6.2%	-4.8%	3.7%	5.9%	x
C/C(CCc1oc2ccc(Br)cc2c1-c1ccc(C)o1)=N/O	6.2%	5.6	798	17.8%	-0.7%	9.5%	-2.6%	5.6%	8.4%	0.7%
O=C(NCC1CCCO1)c1onc(CSc2ccc(Cl)cc2)c1C(=O)O (stereo unspecified)	-2.7%	x	x	28.1%	-6.9%	15.0%	-8.0%	0.2%	-2.7%	1.2%
Cc1cc2cc(C)c3nnc(SCC(=O)N4CCc5ccccc54)n3c2cc1C	11.3%	x	x	-6.7%	-7.3%	4.0%	-3.9%	-1.5%	9.1%	-0.7%
N#Cc1c(-c2ccccc2)nc(SCc2cccc(Cl)c2)[nH]c1=O	x	10.8	815	x	x	20.0%	-0.4%	1.8%	6.6%	x
O=C(O)c1ccccc1-c1ccc(/C=C/c2cc(C(F)(F)F)[nH]c(=O)n2)o1	15.6%	15.0	689	21.4%	-9.0%	14.3%	1.7%	4.9%	39.2%	0.5%
CS(=O)(=O)N(CC(=O)N1CCCC1)c1cc(C(F)(F)F)ccc1Cl	-5.6%	3.7	682	2.6%	-1.2%	-6.2%	-7.4%	0.4%	6.7%	-0.1%
CC(CCc1ccccc1)NC(=O)c1nnc(Cc2ccc(F)cc2)o1 (stereo unspecified)	-4.8%	-2.0	723	-5.0%	-4.0%	10.6%	-2.6%	4.1%	-12.2%	-2.6%
CCOc1ccccc1-c1nc(CN(Cc2cnn(C)c2)C(C)C)c(C)o1	3.7%	-9.9	689	3.5%	-3.4%	-5.6%	-6.0%	9.7%	1.4%	-0.8%
COc1ccc(N2C(=O)C(CC(=O)Nc3ccc(F)cc3)N(CCc3cccs3)C2=O)cc1 (stereo unspecified)	-1.7%	6.2	578	3.2%	-5.9%	5.7%	-2.2%	7.5%	-1.3%	1.4%
Cc1c(NC(=S)NC(=O)c2ccc(-c3ccc(Cl)cc3)o2)cccc1C(=O)O	18.8%	0.8	710	29.7µM*	-5.7%	15.7%	-1.6%	-3.6%	6.9%	1.8%
COc1cc2c(cc1OC)C(C)N(S(=O)(=O)c1cn(C)c(C)n1)CC2 (stereo unspecified)	11.1%	-2.3	602	-2.0%	x	-11.4%	-7.3%	1.7%	4.3%	x
CC(C)C(OC(=O)c1ccco1)C(=O)NCc1cccs1 (stereo unspecified)	8.5%	x	x	14.9%	0.6%	-2.4%	1.2%	2.1%	-4.1%	-2.5%
COc1ccc(OC)c(N(CC(=O)NCCSC2CCCCC2)S(=O)(=O)c2ccccc2)c1	x	8.9	699	x	x	-2.0%	2.2%	2.8%	32.3%	x
NC(=O)N/N=C/c1cc(F)cc(F)c1	5.5%	3.9	725	-0.4%	x	16.1%	-5.4%	11.1%	-10.2%	x
COC(=O)c1cn(CC(=O)NC2CCCCCC2)c2ccccc12	-0.6%	-11.8	713	5.7%	-0.2%	11.1%	-4.2%	1.8%	-11.4%	-1.5%
O=C(CCn1nnc2ccccc21)Nc1nnc(Cc2ccccc2)s1	1.6%	8.6	652	1.1%	-3.9%	-9.0%	8.0%	-2.4%	11.7%	-0.9%
CC(C)n1c(SCC(=O)N2c3ccccc3Sc3ccccc32)nc2c1c(=O)n(C)c(=O)n2C	7.2%	x	x	2.6%	-6.3%	15.1%	-1.3%	0.4%	-4.7%	2.4%
C/C(=N\Nc1nc(N)cc(Cl)n1)c1ccc(F)cc1	0.8%	6.6	730	10.1%	-4.8%	-9.2%	-5.8%	-4.1%	19.4%	-0.5%
O=C(NCCCN1CCN(c2cccc(Cl)c2)CC1)c1nc(-c2ccncc2)no1	2.3%	-5.9	747	4.0%	-0.5%	-21.2%	-6.4%	3.2%	3.8%	0.8%
OCCC1CN(Cc2cc(F)ccc2-n2cccn2)CCN1Cc1ccc(F)cc1 (stereo unspecified)	2.7%	4.3	759	-10.0%	x	2.3%	-1.7%	1.8%	-11.6%	x
COc1ccc(CNC(=O)c2cc3ccccc3o2)cc1OC	x	8.5	847	x	x	27.3%	-6.5%	-2.5%	8.1%	x
CCC(=O)Nc1cc(C(=O)O)ccc1Sc1ccccc1	2.0%	4.8	768	0.1%	-8.0%	-2.3%	-6.2%	-9.3%	-3.0%	0.7%
CCCn1nnnc1NCc1cccc(Cl)c1	x	2.3	741	x	x	12.1%	-8.0%	1.8%	-6.0%	x
Cc1ccc(CN2CCN(C(=O)CC(C)C)CC2)cc1	x	-5.9	818	x	x	1.1%	-10.6%	1.7%	12.0%	x
CCOC(=O)C1=C(C)NC(=O)C1(NC(=O)c1cccnc1)C(F)(F)F (stereo unspecified)	2.0%	-6.7	669	-6.0%	1.4%	-8.3%	-0.3%	-1.1%	2.0%	0.4%
Cc1cc(Nc2ccccc2)n(-c2nc3ccccc3[nH]2)n1	-11.4%	0.6	772	7.5%	-5.2%	-35.9%	-3.4%	-2.3%	24.1%	-1.6%
Cc1cccc(Nc2ncnc3onc(-c4cccc(Cl)c4)c23)c1C	x	-0.2	840	x	x	x	-1.8%	-5.2%	9.5%	x
CCOc1cc(C)cc2oc(=O)cc(-c3ccccc3)c12	0.6%	4.8	792	-9.6%	-11.9%	1.6%	-2.4%	3.5%	0.0%	-0.6%
O=C(Nc1nccs1)C1C2CC3OC(=O)C1C3C2 (stereo unspecified)	6.9%	-1.6	661	-8.2%	-2.5%	8.6%	-11.1%	-1.9%	-0.9%	-0.9%
CC(=O)COc1ncn(-c2ccccc2)n1	0.9%	7.3	776	42.4%	-0.6%	-0.2%	4.9%	2.1%	8.5%	-0.8%
COc1ccc(-c2cn3cccnc3n2)cc1NC(=O)c1cc(OC)c(OC)c(OC)c1	6.8%	0.3	669	7.8%	-12.4%	-12.2%	-2.9%	-0.9%	29.1%	x
O=C(N/N=C/c1c[nH]c2ccccc12)C1COc2ccccc2O1 (stereo unspecified)	0.7%	10.9	663	11.4%	-2.0%	-4.0%	1.7%	2.5%	6.1%	-2.0%
Cc1cc(NS(=O)(=O)c2ccc(NC(=O)COc3ccc(Cl)cc3Cl)cc2)no1	x	2.5	863	x	x	1.8%	-6.3%	6.9%	14.5%	x
CCOc1ccc(C2/C(=C(/O)c3ccc(OC)cc3)C(=O)C(=O)N2c2cc(C)on2)cc1OC (stereo unspecified)	14.1%	x	x	17.4%	-4.6%	2.5%	-4.3%	2.7%	1.6%	-2.0%
CC1CCc2cc(F)ccc2N1C(=O)c1ccc2c(c1)OCO2 (stereo unspecified)	-1.5%	0.8	755	7.0%	-4.5%	9.3%	-12.1%	-6.1%	5.0%	-2.4%
O=C(O)Cc1csc(NC(=O)c2ccco2)n1	0.2%	-1.1	742	5.9%	-3.3%	22.4%	-8.7%	-4.7%	-2.3%	1.5%
Cc1cccc(NC(=S)NCCCN2CCOCC2)c1	1.5%	5.2	680	0.6%	-1.0%	4.2%	1.3%	-4.6%	-8.9%	-4.7%
N#C/C(=C\c1ccc(F)cc1)c1nc(-c2ccco2)cs1	1.6%	-1.4	532	5.6%	-2.1%	-24.3%	9.9%	40.2%	42.6%	-1.1%
COc1ccc(N2C(=O)CN=C2Nc2nc(C)cc(C)n2)cc1	8.4%	-16.9	670	-1.8%	-5.0%	9.6%	-2.2%	-2.5%	3.5%	x
CN(C(=O)CSc1nnc(N)s1)C1CCCCC1	x	11.2	907	x	x	13.1%	-8.9%	-0.9%	-3.5%	x
CCC1(C)CC2(CCCN(CCC(=O)c3ccccc3)C2)CCO1 (stereo unspecified)	2.5%	1.6	638	-3.9%	-6.1%	-13.1%	0.2%	-3.1%	0.6%	-1.9%

Gathered by group, the entries above with a cyano group.
SMILES	M1AAP inhibition	Hep lipid drop	Hep lipid drop cells 6.5 µM	M17LAP inhibition	XIAP antagonists	HEK293 NOD2/NF-kB	LYP phosphatase	SIAH1 antagonists	AID2073	CSM14.1 death rescue
N#Cc1c(-c2ccccc2)nc(SCc2cccc(Cl)c2)[nH]c1=O	x	10.8	815	x	x	20.0%	-0.4%	1.8%	6.6%	x
N#C/C(=C\c1ccc(F)cc1)c1nc(-c2ccco2)cs1	1.6%	-1.4	532	5.6%	-2.1%	-24.3%	9.9%	40.2%	42.6%	-1.1%

Later entries:
SMILES	M1AAP inhibition	Hep lipid drop	Hep lipid drop cells 6.5 µM	M17LAP inhibition	XIAP antagonists	HEK293 NOD2/NF-kB	LYP phosphatase	SIAH1 antagonists	AID2073	CSM14.1 death rescue
CC(C)C(=O)Nc1ccc(N2CCCC2)c(Cl)c1	1.2%	-1.5	685	-2.7%	-3.4%	-12.4%	-1.4%	-4.8%	-11.7%	x
CC(C)c1ccc(NC(=O)CSc2nnc(CN3CCOCC3)n2C)cc1	x	-3.1	795	x	x	12.2%	-5.9%	-1.4%	6.5%	x
O=c1cc(C(F)(F)F)[nH]c2ccccc12	9.7%	x	x	8.5%	x	20.3%	-7.0%	-1.5%	30.7%	x
CNC(=S)N(CCO)Cc1cc2cc3c(cc2[nH]c1=O)OCO3	x	-11.4	860	x	x	3.3%	-8.9%	13.0%	3.3%	x
CCC(=O)N(NC1=NS(=O)(=O)c2ccccc21)S(=O)(=O)c1ccc(C)cc1	x	-17.3	642	x	-10.5%	15.6%	-7.8%	-1.2%	-8.6%	-2.2%
O=S(=O)(NCc1ccccc1)c1ccc(-c2cnc(C3CC3)o2)cc1	x	-0.2	704	x	x	14.6%	-3.9%	-0.3%	9.3%	x
CN(C)/C=C/C(=O)c1ccc2noc(-c3ccccc3)c2c1	x	-12.0	793	x	x	x	-0.5%	0.6%	1.4%	x
O=C(Nc1ccc(Cl)cn1)C1C(c2ccccc2)C1(Cl)Cl (stereo unspecified)	13.7%	-6.9	721	13.6%	-5.6%	-12.4%	6.1%	13.9%	2.6%	-0.2%
Cc1nn2c(N)c(-c3ccccc3)cnc2c1-c1ccc(Cl)cc1	x	20.7	430	x	x	-61.1%	-2.9%	2.4%	15.4%	x

High-throughput results deposited in PubChem by several laboratories.
